PG9 Ab binder – small molecules binding HIV-1 gp120 antibody PG9; TR-FRET gp120-PG9 antibody binding; inhibition, % at 6.7 µM; 360,000 compounds, 0.43% hits; in the data active = inhibition above about 8.5%
DAX1 inh-1 – DAX1 (NR0B1) inhibition, primary screen. HEK293T StAR-luciferase reporter, SF-1/DAX-1 repression relief. inhibition, % at 6.8 µM. 370,000 compounds, 1.1% hits. AID 652010;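 active = inhibition above the mean over all tested compounds plus 3 SD, cut at about 3.6% in these data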;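 note: 0% = DAX-1 cells with DMSO and 100% = cells lacking DAX-1 with DMSO; higher inhibition means more luminescence from relief of DAX-1 repression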
GAA850 FXN act – increases GAA850 frataxin promoter reporter activity | activation, % at 6 µM | 360,000 compounds, 0.56% hits | HEK293 lucGAA850 FXN promoter luciferase reporter, 24 h; percent of 10 µM SAHA response;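 active = activation above the average of all compounds screened plus 3 SD, cutoff fixed separately per campaign, cut at about 7.5% in these data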;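 note: 0% = DMSO wells and 100% = 10 µM SAHA wells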
ADAM17 inh – inhibitors of human ADAM17 | recombinant ADAM17, EDANS/DABCYL FRET peptide cleavage | P78536 | 370,000 compounds, 0.83% hits | inhibition, % at 6.95 µM;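 active = inhibition above the mean of compounds lying between control limits plus 3 SD, set per campaign, cut at about 8.5% in these data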;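 note: 0% = DMSO-only wells as the low control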
ssDAF12 agonist – activators of S. stercoralis DAF-12 nuclear receptor | HEK293 ssDAF-12/GRIP1 lit1-tk-luc reporter, luminescence; % of 3 µM dafachronic acid response | activation, % at 6.8 µM | 370,000 compounds, 1% hits;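 active = activation above the mean over all tested compounds plus 3 SD, cut at about 0.9% in these data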;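 note: 0% = DMSO-only wells and 100% = 3 µM delta7-dafachronic acid wells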
ADAM10 inh – ADAM10 inhibition, QFRET primary screen; recombinant ADAM10, EDANS/DABCYL FRET peptide cleavage, 3 h; inhibition, % at 7 µM; 370,000 compounds, 0.62% hits; AID 720582;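 active = inhibition above a per-campaign cutoff equal to the mean of compounds falling between control-based bounds plus 3 SD, cut at about 20% in these data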;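 note: 0% = DMSO wells while the 100% control is not disclosed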
Target sequence (O14672 214-748 limits assumed): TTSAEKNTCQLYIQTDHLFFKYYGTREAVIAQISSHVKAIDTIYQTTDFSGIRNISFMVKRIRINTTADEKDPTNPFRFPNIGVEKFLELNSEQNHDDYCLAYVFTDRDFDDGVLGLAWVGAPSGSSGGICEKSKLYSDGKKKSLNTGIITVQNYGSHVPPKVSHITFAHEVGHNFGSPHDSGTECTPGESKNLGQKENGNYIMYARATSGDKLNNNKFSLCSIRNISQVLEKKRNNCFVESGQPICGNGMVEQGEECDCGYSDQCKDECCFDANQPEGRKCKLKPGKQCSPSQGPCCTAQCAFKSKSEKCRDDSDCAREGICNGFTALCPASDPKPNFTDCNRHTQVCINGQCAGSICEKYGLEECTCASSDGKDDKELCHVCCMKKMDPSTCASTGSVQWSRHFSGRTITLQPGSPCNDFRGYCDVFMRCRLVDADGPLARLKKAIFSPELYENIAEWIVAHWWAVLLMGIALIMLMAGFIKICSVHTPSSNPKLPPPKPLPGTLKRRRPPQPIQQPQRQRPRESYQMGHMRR
hgDAF-12 ag – activates the H. glycines DAF-12 receptor ligand-binding domain | HEK293 GAL4-hgDAF12 UAS-luciferase reporter, agonist luminescence; normalized to butyrate control | activation, % at 6.8 µM | 370,000 compounds, 1.8% hits;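 active = activation above a cutoff set at the mean of all screened compounds plus 3 SD, cut at about 10% in these data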;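 note: 0% = DMSO wells and 100% = sodium butyrate wells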
DAX1 inh-2 – NR0B1 (DAX1) inhibition | P51843 | 340,000 compounds, 0.99% hits | HEK293 Gal4-DAX1 luciferase reporter, luminescence | AID 504766 | inhibition, % at 6.75 µM;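 active = inhibition above the mean over all tested compounds plus 3 SD, cut at about 4.2% in these data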;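 note: 0% = DAX1-transfected cells with DMSO and 100% = empty-vector control cells with DMSO; inhibition shows as a rise in luminescence from relieved DAX1 repression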
Target sequence (P51843 207-470 limits assumed): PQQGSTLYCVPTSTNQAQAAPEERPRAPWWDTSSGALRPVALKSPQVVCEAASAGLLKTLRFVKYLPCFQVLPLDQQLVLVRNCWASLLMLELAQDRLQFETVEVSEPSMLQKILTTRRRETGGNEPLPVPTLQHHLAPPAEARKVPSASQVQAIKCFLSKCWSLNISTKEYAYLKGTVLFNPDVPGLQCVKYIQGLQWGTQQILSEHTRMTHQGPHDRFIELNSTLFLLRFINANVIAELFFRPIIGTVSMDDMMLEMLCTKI
SMARCA2 activ – SMARCA2 function activation, primary screen; MG213 cells, MMTV-luciferase reporter, dexamethasone, overnight; activation, % at 9.1 µM; 370,000 compounds, 1% hits; AID 652017; in the data active = activation above about 7.8%;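 note: 0% = vehicle wells and 100% = reference activator wells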
hcDAF-12 act – H. contortus DAF-12 activation, primary screen. HEK293 hcDAF-12 lit1-tk-luc reporter, luminescence; 0% DMSO, 100% Δ7-dafachronic acid. activation, % at 6.8 µM. 370,000 compounds, 1.4% hits. AID 652067;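 active = activation above the mean of all tested compounds plus 3 SD, cut at about 5.5% in these data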;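 note: 100% = response to 3 µM Δ7-dafachronic acid high control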
GC-A act – GC-A (human) enzyme activation; P16066; HEK293 GC-A cells, cGMP TR-FRET, EC30 ANP; 0% at EC30 ANP, 100% saturating ANP; activation, % at 10 µM; 370,000 compounds, 0.14% hits; AID 1671463; in the data active = activation above about 40%
The depositor's hits bear a star; i = inactive; / = no result given. No enrichment for hits (roughly 6.8% active in at least one column).

| cpd | molecule | PG9 Ab binder | DAX1 inh-1 | GAA850 FXN act | ADAM17 inh | ssDAF12 agonist | ADAM10 inh |
| --- | --- | --- | --- | --- | --- | --- | --- |
| 1 | CCCC(=O)OC[C@H]1CN(C2CCCC2)S(=O)(=O)c2c(Oc3ccccc3)cccc2O1 | 0.5 | -0.5 | / | 2 | -1.1 | -1 |
| 2 | Cc1ccc(C(=O)NCC(=O)OCN2C(=O)c3ccccc3C2=O)cc1C | -2.7 | -1.4 | 2.7 | -2 | 0.5 | 4 |
| 3 | N#Cc1c2c(c(-c3ccccc3Cl)[nH]c1=S)CCCC2 | 4.2 | -1.2 | 0.7 | -5 | -1.4 | 2 |
| 4 | CN(C)c1ccc(-c2ccnc3c2CC(C)(C(=O)NCc2ccco2)O3)cc1 (stereo not given) | 0.1 | -6.6 | -6.4 | -167 | -2.4 | i |
| 5 | CCOC(=O)c1ccc(NC(=S)N2CCN(CCN=CC3=C(O)CC(C)(C)CC3=O)CC2)cc1 | -2.2 | -0.2 | 0.4 | -2 | -1.2 | -12 |
| 6 | CN(C)C1(CNC(=S)Nc2ccccc2C(F)(F)F)CCCCC1 | 0.1 | 0.3 | -2.4 | -6 | -0.5 | -8 |
| 7 | Cc1nc(Cl)cc(N/N=C/c2ccccc2)n1 | -2.8 | 0.2 | 1.6 | 0 | -1.0 | 3 |
| 8 | COc1ccc(C(=O)Nc2nnc(CC(=O)N/N=C/c3ccc(O)cc3O)s2)cc1 | 1.3 | 0.1 | 4.3 | -12 | -1.2 | -26 |
| 9 | FC(F)Oc1ccc(-n2cc(-c3ccccc3)[n+]3c2CCCCC3)cc1 | -0.6 | 0.1 | 0.8 | -4 | -1.3 | 11 |
| 10 | O=C(O)c1ccccc1NC1CCCCC1NS(=O)(=O)c1ccccc1 (stereo not given) | -1.9 | -0.1 | -0.4 | -72 | -1.0 | -239 |
| 11 | Nc1cc(=O)n(Cc2ccco2)c(=S)[nH]1 | 0.2 | 0.5 | -1.1 | -3 | -1.2 | -5 |
| 12 | COc1cc(NC(=O)C2CCCN(S(=O)(=O)c3cccs3)C2)cc(OC)c1 (stereo not given) | / | -0.6 | / | 4 | -1.4 | -8 |

| cpd | hgDAF-12 ag | DAX1 inh-2 | SMARCA2 activ | hcDAF-12 act | GC-A act |
| --- | --- | --- | --- | --- | --- |
| 1 | -0.3 | / | 3 | -0.7 | -1 |
| 2 | -1.6 | 0.9 | 4 | -0.2 | -2 |
| 3 | 0.7 | 0.3 | -2 | 0.5 | 3 |
| 4 | -3.0 | / | -2 | -3.9 | -3 |
| 5 | -4.5 | 0.6 | -5 | 1.3 | 1 |
| 6 | -1.3 | 1.0 | -4 | -0.8 | -2 |
| 7 | 3.8 | 3.3 | 4 | 0.7 | -7 |
| 8 | -0.3 | -0.1 | -1 | -0.6 | 4 |
| 9 | -2.0 | -1.6 | -5 | 0.4 | 0 |
| 10 | 0.1 | 0.3 | -3 | -1.7 | 2 |
| 11 | -3.0 | 2.5 | 1 | 0.8 | 3 |
| 12 | 5.0 | / | 1 | -2.9 | 0 |

Results in DAX1 inh-1, PG9 Ab binder and DAX1 inh-2, for 4 of the compounds above:
nr | Molecule | DAX1 inh-1 | PG9 Ab binder | DAX1 inh-2
12 | COc1cc(NC(=O)C2CCCN(S(=O)(=O)c3cccs3)C2)cc(OC)c1 (stereo not given) | -0.6 | / | /
6 | CN(C)C1(CNC(=S)Nc2ccccc2C(F)(F)F)CCCCC1 | 0.3 | 0.1 | 1.0
9 | FC(F)Oc1ccc(-n2cc(-c3ccccc3)[n+]3c2CCCCC3)cc1 | 0.1 | -0.6 | -1.6
8 | COc1ccc(C(=O)Nc2nnc(CC(=O)N/N=C/c3ccc(O)cc3O)s2)cc1 | 0.1 | 1.3 | -0.1

New compounds follow.
| cpd | molecule | PG9 Ab binder | DAX1 inh-1 | GAA850 FXN act | ADAM17 inh | ssDAF12 agonist | ADAM10 inh |
| --- | --- | --- | --- | --- | --- | --- | --- |
| 13 | O=C(c1ccco1)N1CCN(c2ccc([N+](=O)[O-])c(N3CCOCC3)c2)CC1 | -0.2 | -0.9 | -0.1 | 2 | -1.5 | 5 |
| 14 | CCN(CC)S(=O)(=O)c1ccc(F)c(C(=O)OC2CC(C)OC2=O)c1 (stereo not given) | -0.3 | -0.4 | -0.8 | -6 | -0.9 | -8 |
| 15 | CC(/C=N/NC(=O)c1nnn(-c2nonc2N)c1CN1CCCCC1)=C\c1ccccc1 | -1.1 | -1.5 | 0.4 | 5 | -1.3 | 4 |
| 16 | O=C(Nc1ccc(N2C(=O)[C@@H]3[C@H](C2=O)[C@@H]2C=C[C@H]3C2)c(Cl)c1)c1ccccn1 | / | / | / | -1 | -0.4 | 4 |
| 17 | Cc1ccc(NC(=O)c2ccc(Nc3c([N+](=O)[O-])cc([N+](=O)[O-])cc3[N+](=O)[O-])cc2)cc1 | -1.1 | -0.8 | -4.0 | 10* | -3.2 | 17 |
| 18 | CCCC/C=C1/[C@@H](c2ccc(Cl)cc2)N(Cc2ccc3c(c2)OCO3)C2=N[C@@H](c3ccccc3)CC(=O)N21 | / | -0.5 | / | -1 | -1.3 | 2 |
| 19 | CC(=O)NC1C(Oc2ccccc2C)OC(CO)C(O)C1O (stereo not given) | 1.5 | -0.3 | 0.6 | -2 | -1.0 | 1 |
| 20 | CCCN(CCC)S(=O)(=O)c1ccc(C(=O)Nc2c(C)n(C)n(-c3ccccc3)c2=O)cc1 | -1.6 | 0.4 | -0.6 | 1 | -1.9 | -9 |
| 21 | CC1CCc2c(sc3ncnc(SCC(=O)c4ccccc4)c23)C1 (stereo not given) | 0.5 | 0.1 | -0.3 | -3 | -0.8 | -1 |

| cpd | hgDAF-12 ag | DAX1 inh-2 | SMARCA2 activ | hcDAF-12 act | GC-A act |
| --- | --- | --- | --- | --- | --- |
| 13 | 0.0 | 0.1 | 2 | -0.7 | -6 |
| 14 | 1.8 | -0.1 | -1 | 1.8 | 3 |
| 15 | -0.6 | 0.3 | -1 | -2.0 | 0 |
| 16 | 12* | / | / | 4.2 | -1 |
| 17 | 0.8 | -2.2 | -11 | -4.8 | -7 |
| 18 | 0.3 | / | -4 | -2.1 | 4 |
| 19 | 2.9 | 0.7 | -1 | -1.6 | 0 |
| 20 | 1.7 | -0.1 | 0 | -0.9 | 2 |
| 21 | -0.3 | 1.9 | 2 | 3.8 | -1 |

In the list so far, 3 contain fluorine.
| cpd | molecule | PG9 Ab binder | DAX1 inh-1 | GAA850 FXN act | ADAM17 inh | ssDAF12 agonist | ADAM10 inh |
| --- | --- | --- | --- | --- | --- | --- | --- |
| 6 | CN(C)C1(CNC(=S)Nc2ccccc2C(F)(F)F)CCCCC1 | 0.1 | 0.3 | -2.4 | -6 | -0.5 | -8 |
| 9 | FC(F)Oc1ccc(-n2cc(-c3ccccc3)[n+]3c2CCCCC3)cc1 | -0.6 | 0.1 | 0.8 | -4 | -1.3 | 11 |
| 14 | CCN(CC)S(=O)(=O)c1ccc(F)c(C(=O)OC2CC(C)OC2=O)c1 (stereo not given) | -0.3 | -0.4 | -0.8 | -6 | -0.9 | -8 |

| cpd | hgDAF-12 ag | DAX1 inh-2 | SMARCA2 activ | hcDAF-12 act | GC-A act |
| --- | --- | --- | --- | --- | --- |
| 6 | -1.3 | 1.0 | -4 | -0.8 | -2 |
| 9 | -2.0 | -1.6 | -5 | 0.4 | 0 |
| 14 | 1.8 | -0.1 | -1 | 1.8 | 3 |

Results in sequence from above.
Compounds 17–21 in ADAM17 inh read 10*, -1, -2, 1, -3
